Cardiac RTF inh = cardiac RTF calcium desensitization; inhibition, % at 7.15 µM; actives 0.12% (n = 340,000); IANBD-labeled cardiac RTF, Ca2+ fluorescence; AID 493244; P19429+P45379;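 active means inhibition above the mean inhibition of all tested compounds plus 3 SD, cut at about 17% in these data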;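 further: assay run at fixed EC70 calcium of 1.6 mM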
OPRM1-OPRD1 inv = inverse agonists of human mu-delta opioid receptor heterodimerization; P35372+P41143; cell-based MOR-DOR heterodimer luminescence, inverse agonism; inhibition, % at 9.3 µM; actives 0.21% (n = 340,000); in the data active means inhibition above about 22%, passing the limit was not always enough;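 further: 0% = cells with DMSO and 100% = wells without cells with DMSO; values of inactives mirror those of a sister screen read the other way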
Target sequence (P35372 whole entry, looked up): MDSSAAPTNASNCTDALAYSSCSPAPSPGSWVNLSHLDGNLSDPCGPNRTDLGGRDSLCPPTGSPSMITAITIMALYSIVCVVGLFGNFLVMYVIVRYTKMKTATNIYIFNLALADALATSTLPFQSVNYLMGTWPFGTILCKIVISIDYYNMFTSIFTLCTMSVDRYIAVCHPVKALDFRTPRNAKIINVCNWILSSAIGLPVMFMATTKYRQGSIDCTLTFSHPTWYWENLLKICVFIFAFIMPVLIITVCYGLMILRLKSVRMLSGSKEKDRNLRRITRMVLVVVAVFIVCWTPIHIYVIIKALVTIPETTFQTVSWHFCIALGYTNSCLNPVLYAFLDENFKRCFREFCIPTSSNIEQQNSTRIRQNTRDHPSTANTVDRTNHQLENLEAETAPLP
Target sequence (P41143 whole entry, looked up): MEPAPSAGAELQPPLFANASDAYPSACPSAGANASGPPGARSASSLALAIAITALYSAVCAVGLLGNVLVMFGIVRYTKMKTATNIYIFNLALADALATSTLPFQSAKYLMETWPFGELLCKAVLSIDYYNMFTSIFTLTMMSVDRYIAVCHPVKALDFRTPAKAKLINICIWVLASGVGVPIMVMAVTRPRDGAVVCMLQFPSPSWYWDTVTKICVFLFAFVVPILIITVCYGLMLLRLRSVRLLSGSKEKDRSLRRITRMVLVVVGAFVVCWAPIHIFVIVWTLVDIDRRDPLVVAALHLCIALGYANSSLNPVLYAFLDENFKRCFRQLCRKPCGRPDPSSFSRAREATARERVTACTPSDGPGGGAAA
Wnt act = Wnt/beta-catenin pathway activation; Wnt/beta-catenin reporter cell assay, activator, plate reader; activation, % at 9.35 µM; actives 1.2% (n = 300,000); in the data active means activation above about 30%, passing the limit was not always enough; inconclusive means no clear call, values can overlap the other calls;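 further: 0% = neutral control wells and 100% = positive control wells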
DSG3 Ab inh = inhibitors of pemphigus antibody binding to human desmoglein-3 | actives 0.48% (n = 310,000) | P32926 | DSG3-coupled beads, scFv-anti-DSG3-GFP binding, flow cytometry; hits give low values | binding (percent of control), % at 10 µM | AID 588358;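 active means binding more than 3 SD below its plate's average and above zero; inconclusive means below that plate limit but binding exactly zero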;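 further: hits lower antibody fragment binding to DSG3; some compounds called inactive have numbers as strong as hits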
Arr AP2 block = inhibitors of human beta-arrestin and AP2 interaction; actives 0.31% (n = 340,000); inhibition, % at 10 µM; FITC-arrestin peptide / GST-AP2 beads, flow cytometry; AP2 beta2 appendage carries R879A mutation;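 active means inhibition above a set limit, near 3 SD of compounds lacking own fluorescence, cut at about 54% in these data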;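 further: plate controls were DMSO wells for no effect and 5 µM unlabelled arrestin peptide for full effect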
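test system = AP2 appendage R879A on GSH beads | buffer or medium = PBS plus Tween 20 (0.05%) and BSA (0.1%) | incubation = 12 min plus 1 h, RT | detection = bead flow cytometry, FITC channel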
MOR-DOR ag = agonists of human mu-delta opioid receptor heterodimerization | actives 0.3% (n = 340,000) | cells, OPRM1-OPRD1 heterodimerization, luminescence | activation, % at 9.3 µM | AID 504326; in the data active means activation above about 18%;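 further: 0% = vehicle-treated cells and 100% = reference agonist; values of inactives mirror those of a sister screen read the other way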
LANA DNA inh = blocks KSHV LANA C-terminal domain binding to DNA; MBP-C-LANA/FAM-LBS DNA binding, fluorescence polarization; inhibition, % at 9 µM; actives 0.078% (n = 340,000);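 active means highest replicate inhibition at or above 60% at 9 µM, even if other replicates fall short; inactive means all replicates below 60% inhibition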;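 further: 0% = neutral control wells and 100% = 4 µM acridine orange control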
V-ATPase pH = yeast V-ATPase proton transport regulation by pHLuorin; S. cerevisiae, pHLuorin cytosolic pH fluorescence; response, % at 10 µM; actives 0.37% (n = 350,000); in the data active means response mostly above about 7.3%, no sharp cut-off; inactive means mostly below about 5.4%; further: actives read high; inactives centre near 0; some compounds called inactive have numbers as strong as hits; reference of the scale not given here
cardiac RTF act = cardiac RTF calcium sensitization | P19429+P45379 | IANBD-labeled TnC RTF fluorescence at EC20 calcium; 0% EC20 calcium, 100% full calcium | activation, % at 7.2 µM | actives 0.24% (n = 340,000) | AID 493008;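 active means activation above the mean over all tested compounds plus 3 SD, cut at about 30% in these data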;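 further: rise in fluorescence read as greater calcium sensitivity of cardiac thin filaments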
Keap1 Nrf2 FP = disrupts human Keap1 binding to Nrf2 peptide | Q14145 | actives 0.15% (n = 340,000) | Keap1 Kelch-Nrf2 peptide fluorescence polarization, 1536-well | inhibition, % at 9.4 µM; in the data active means inhibition above about 12%; inconclusive means no clear call, values can overlap the other calls; inactive means below about 7.3%;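 further: human Keap1 Kelch domain with fluorescein labeled Nrf2 9mer peptide probe; 0% = neutral control wells and 100% = peptide positive control; higher means more block of Keap1 binding to Nrf2 peptide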
Numbers without * were called inactive; ? = inconclusive; . = not tested or not shown.

The first 2 entries as a preview:
SMILES	Cardiac RTF inh	OPRM1-OPRD1 inv	Wnt act	DSG3 Ab inh	Arr AP2 block	MOR-DOR ag	LANA DNA inh	V-ATPase pH	cardiac RTF act	Keap1 Nrf2 FP
Cc1ccc(C(=O)NC(C)c2ccc(-n3ccnc3)cc2)c(C)c1 (centres undefined)	0	18	1	99	-13	-3.4	0.0	-2	-1	0
Cc1nnc(NC(=O)CSc2nccn2Cc2ccc(F)cc2)s1	-6	3	3	.	3	-0.5	1.6	2	1	-5

This part in full (from the top)
SMILES	Cardiac RTF inh	OPRM1-OPRD1 inv	Wnt act	DSG3 Ab inh	Arr AP2 block	MOR-DOR ag	LANA DNA inh	V-ATPase pH	cardiac RTF act	Keap1 Nrf2 FP
Cc1ccc(C(=O)NC(C)c2ccc(-n3ccnc3)cc2)c(C)c1 (centres undefined)	0	18	1	99	-13	-3.4	0.0	-2	-1	0
Cc1nnc(NC(=O)CSc2nccn2Cc2ccc(F)cc2)s1	-6	3	3	.	3	-0.5	1.6	2	1	-5
COc1cccc(-c2nnc(NC(=O)C(C)C)o2)c1	0	2	2	97	2	-0.4	0.3	2	-3	-5
O=C(Nc1nnc(Cc2c[nH]c3ccccc23)s1)c1ccc(Cl)cc1Cl	5	-20	0	.	16	3.9	4.2	10	14	2
CN1CCCC(C#CC(O)(c2ccccc2)c2ccccc2)C1 (centres undefined)	2	8	-1	98	-10	-1.6	0.8	0	3	-2
O=C(NC(Cc1ccc2c(c1)OCO2)C(=O)NC(Cc1ccccc1)C(=O)O)c1ccccc1 (centres undefined)	-8	12	0	113	2	-2.4	1.1	-3	-1	-1
CC(C)Sc1cc(N2CCCC2)nc(-c2ccccc2Cl)n1	-2	0	-3	118	-4	0.1	0.3	-2	-5	2
O=C(O)CCC(=O)N(Cc1ccco1)C1CC(=O)N(c2ccccc2)C1=O (centres undefined)	5	16	1	88	-4	-3.2	0.5	1	-5	2
CCCCn1nc(NC(=O)COC)c2cc3cc(OC)ccc3nc21	-4	14	4	111	-5	-3.1	-4.4	0	4	-4
COc1ccc(CN(C)C(=O)c2ccc(OCC(=O)Nc3cccc(C(F)(F)F)c3)c(OC)c2)c(OC)c1	-2	-34	-2	116	13	6.2	-1.8	-2	2	2
Cc1ccc(-c2nc3ccccc3[nH]2)cc1NC(=O)c1ccc2c(c1)OCO2	-4	0	.	102	19	0.1	1.6	-1	-2	-1
COc1ccc(OC)c2[nH]c(=O)c(CCNC(=O)Cc3cccs3)cc12	-19	4	?	107	4	-0.6	0.4	-2	0	5
O=C(COC(=O)c1cccnc1Cl)Nc1cc(S(=O)(=O)N2CCCCCC2)ccc1Cl	-6	1	-4	92	-6	-0.2	-0.5	0	-5	-6
Cc1sc2nc(SCC(=O)N3CC(C)OC(C)C3)n(C)c(=O)c2c1C (centres undefined)	-1	17	-1	98	1	-3.2	-1.8	2	4	-8
O=C(Cn1c(=O)c2sccc2n(Cc2ccc([N+](=O)[O-])cc2)c1=O)NCCc1ccccc1	-2	15	-5	54	4	-2.8	0.5	-5	-4	-5
Cc1ccc(-c2cc(C(=O)N3CCCc4ccccc43)c3ccccc3n2)cc1	3	6	.	96	10	-1.1	-0.4	-2	1	-6
CCCCN(C)C(=O)CNC(=O)c1nn(-c2ccc(OC)cc2OC)c(=O)c2ccccc12	-4	15	-3	90	1	-3.1	-0.7	1	-7	1
Cc1ccc(C(=O)N(C)CC(=O)Nc2cccc(F)c2)cc1S(=O)(=O)N1CCCCC1	-3	4	3	103	25	-0.9	0.5	19	16	3
Cc1nc2scc(C)n2c(=O)c1S(=O)(=O)Nc1ccc(N2CCOCC2)c(Cl)c1	-1	-2	0	85	4	0.3	1.0	-2	-5	-5
Cc1ccc2c(C)ccc(O)c2n1	4	21	.	110	-7	-3.4	3.9	-1	0	6
CCCCc1nc(NCc2ccccc2)c(C#N)c2c1CCCC2	-9	-6	.	86	-5	0.9	0.0	-1	1	1
COc1ccc([N+](=O)[O-])cc1NC(=O)N(C)Cc1ccco1	-6	6	0	94	-6	-1.1	0.9	-2	-3	1
O=C(CCl)Nc1ccc(N=Nc2ccccc2)cc1	-68	1	22	100	5	-0.2	-0.8	-2	-5	-1
Cc1cccn2c(=O)c3cc(C(=O)NC4CCCC4)sc3nc12	-5	10	-2	94	48	-1.9	7.1	-1	-3	1
Cn1c(SCc2cc([N+](=O)[O-])cc3c2OCOC3)nnc1-c1ccccn1	10	13	-3	93	10	-2.1	-0.7	-2	-3	1
Remaining list, next part:
SMILES	Cardiac RTF inh	OPRM1-OPRD1 inv	Wnt act	DSG3 Ab inh	Arr AP2 block	MOR-DOR ag	LANA DNA inh	V-ATPase pH	cardiac RTF act	Keap1 Nrf2 FP
COc1ccccc1-n1nnnc1S(=O)(=O)Cc1ccc(Cl)cc1	-2	16	-2	108	-1	-3.8	1.4	-2	-5	-12
COc1ccc(NC(=O)c2cc(C(C)C)on2)cc1OC	5	15	.	100	29	-2.7	-1.0	-2	-5	1
CC(C)(C)n1nc2c(c1NC(=O)COc1ccc(Cl)cc1)CSC2	-4	5	.	103	-47	-0.8	-0.2	2	-8	-6
COC(CNC(=O)CSCc1nc(-c2ccc(SC)cc2)oc1C)OC	-1	-4	-5	102	0	0.5	2.1	.	4	-1
CC1CCN(C(=O)Cn2c(=O)n(Cc3ccc4c(c3)OCO4)c(=O)c3ccccc32)CC1	-1	17	1	.	6	-3.8	0.0	3	1	-4
CCn1cc(CN2CCC(n3nccc3NC(=O)c3ccc(OC)cc3)CC2)cn1	6	2	1	109	5	-0.4	0.8	-7	-3	-2
CCOc1nc(-c2ccc(Cl)cc2Cl)ccc1C#N	2	-11	.	131	7	2.2	-0.4	-2	-1	-1
CC(=O)c1cccc(NC(=O)C=C(C)C)c1	-6	13	1	95	0	-2.3	0.1	-1	4	-7
CC(=O)/C=C\c1cn(-c2ncc(C(F)(F)F)cc2Cl)c2ccccc12	-11	-45	.	.	0	9.1	-0.7	1	0	-3
CCN(CC)CCOc1ncnc2c1oc1ccccc12	-4	6	.	106	-6	-1.3	-0.1	0	-1	-2
CC(NC(=O)c1ccc(CS(=O)(=O)c2cccc(C(F)(F)F)c2)o1)c1ccc2c(c1)OCCO2 (centres undefined)	-11	-4	-5	100	3	0.7	0.1	2	1	-3
COc1ccccc1CNC(=O)C1CCN(c2ncnc3c2nc2n3CCCCC2)CC1	-6	0	0	104	31	0.0	1.5	12*	-6	3
CSc1nc2ccccc2n1C(=O)Oc1ccccc1	0	11	-3	98	-9	-2.1	-0.2	-1	-4	-4
CCSc1nc(N)c(C#N)c(-c2ccco2)c1C#N	4	-3	.	105	7	0.6	-1.9	-6	-4	-1
Cc1c(C(=O)NCC2CCCO2)oc2c(Cl)cccc12 (centres undefined)	1	13	-1	100	22	-2.5	-0.5	-2	-2	-2
Cc1nnc(SCc2nc(N)nc(Nc3ccccc3)n2)s1	-4	14	.	.	18	-2.7	-1.6	2	-1	-2
C/C=C(\C)C(=O)Nc1cccc(C2=NOC3(C2)C[C@@H](C(N)=O)N(C(=O)c2cc([N+](=O)[O-])cc([N+](=O)[O-])c2C)C3)c1 (some centres undefined)	-8	-41	-2	105	16	7.4	7.3	1	4	-4
C=CCC(C#Cc1ccccc1)N(C)C (centres undefined)	-3	12	.	.	-6	-2.9	-1.0	2	1	1
COc1ccc(-c2cc3ccccc3oc2=O)cc1NC(=S)NC(=O)c1ccc2c(c1)OCCO2	3	4	.	86	0	-0.8	0.0	-14	-7	-1
COC(=O)C1=C(C)N(c2ccccc2)/C(=C/c2cccs2)C1=O	-5	1	-4	94	16	-0.2	-0.6	8	-1	4
CCCOc1ccc(C(O)(CCN2CCCCC2)c2ccccc2OC)cc1 (centres undefined)	-5	-10	-4	99	-3	1.7	-2.2	0	-3	-7
Cc1cccc(C(=O)OCC(=O)N2CC(=O)Nc3ccccc32)c1C	-5	6	-4	74	9	-1.2	0.3	-2	-2	2
COc1cc(CC(=O)NCc2ccccn2)cc(OC)c1OC	-3	7	1	120	0	-1.6	1.9	-1	0	-3
O=S(=O)(Nc1cccc(-c2nc3cccnc3s2)c1)c1cccs1	-4	9	14	86	1	-1.7	-1.0	1	-3	-6
COC(=O)C1CCN(C(=O)NC(C)(C)C)CC1	4	-2	.	102	-6	0.4	-1.1	1	4	0
Remaining list, next part.
SMILES	Cardiac RTF inh	OPRM1-OPRD1 inv	Wnt act	DSG3 Ab inh	Arr AP2 block	MOR-DOR ag	LANA DNA inh	V-ATPase pH	cardiac RTF act	Keap1 Nrf2 FP
Fc1ccc(-c2csc(=S)[nH]2)cc1	0	3	4	103	36	-0.6	0.2	-1	1	1
Cc1ccc(NC(NC(=O)c2ccccn2)C(Cl)(Cl)Cl)cc1 (centres undefined)	-7	12	5	100	-1	-2.0	-0.2	-1	-5	-3
C=CCN1CC(=O)N2Cc3[nH]c4ccccc4c3C[C@H]2C1=O	-3	8	2	110	-12	-1.9	-0.1	1	1	5
O=C(c1ccccc1)N1CCN(c2ccc(NCc3ccc4c(c3)OCO4)cc2)CC1	-2	0	-8	92	30	0.0	-0.2	9	-1	-3
Cc1ccc(CN/C=C/C(=O)c2ccc(Br)cc2)cc1	0	-11	.	94	-5	2.3	1.2	4	-7	-2
CCCCc1c(C)nc(Nc2ccc(OC)cc2)[nH]c1=O	14	-6	.	102	-3	1.4	0.5	4	-5	0
Cc1ccc(N(CC(N)=O)C2SC(=O)N(Cc3ccccc3)C2=O)cc1 (centres undefined)	-6	15	1	99	-7	-2.7	-1.9	4	3	-1
COc1ccc(C(C)NC(=O)C2CCCO2)cc1OC (centres undefined)	3	16	-1	.	19	-3.0	1.1	2	-3	-1
Cc1ccc(Cl)cc1NC(=O)CCC(=O)O	1	1	3	119	-1	-0.2	.	5	8	-5
CCCN=C(C)c1c(-c2ccccc2)[nH]n(-c2nc3ccccc3s2)c1=O	4	2	.	102	-2	-0.3	0.3	2	-4	0
COc1ccc(-n2nc3c(c2NC(=O)COc2cccc(OC)c2)CS(=O)(=O)C3)cc1	-6	-3	1	.	6	0.6	2.7	2	-4	-2
O=C(NC1CCN(C(=O)C2CCCCC2)CC1)c1ccccc1	7	12	-3	.	36	-2.3	-2.4	2	0	1
C=CCc1cccc(OC)c1OCCOCCNCCO	-17	10	-1	.	5	-1.8	-0.7	2	-6	-5
Cc1cc(C(=O)Nc2c[nH]c(=O)[nH]c2=O)ccc1[N+](=O)[O-]	0	6	-2	140	-5	-0.8	2.6	.	-5	3
CN(C(=O)C1CCCCC1)C1CCS(=O)(=O)C1 (centres undefined)	2	8	0	101	32	-1.6	0.5	1	2	0
COc1cc(C(=O)OC(C)CN2CCN(C)CC2)cc(OC)c1OC (centres undefined)	-5	13	-6	89	6	-2.1	-1.7	-1	3	1
CCCn1c(SCC(=O)N2CCCC2=O)nc2ccccc2c1=O	-9	10	-1	98	-8	-1.6	2.4	-4	0	-1
CCCCC(CC)C(=O)NCc1ccc(F)cc1 (centres undefined)	-9	6	-1	100	-18	-1.2	-0.7	1	3	1

Source: PubChem

Rows are unselected; 3.1% or so of the library scored in one or more.
